# Assay outcomes (PubChem BioAssay)
# miR122 inh: blocks miR-122 activity in Huh7 sensor cells. Huh7 miR-122 Renilla luciferase sensor, 48 h; neutral wells = 0, positive control = 100. activation (reporter increase), % at 12.5 µM. 340,000 tested, 0.3% active;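 active = mean replicate activation score at least 90 and every replicate individually at or above 90; inconclusive = only one of the two criteria met; inactive = neither criterion met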;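 note: higher luciferase means less miR-122 activity so hits act as miR-122 inhibitors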
# esBAF inh: SWI/SNF esBAF complex inhibition; mouse ES cells, Bmi1-luciferase knock-in reporter, 24 h; 100% = twice the neutral-well signal; reporter increase, % at 12.5 µM; 350,000 tested, 2% active; AID 602393; in the data active = activation above about 40%; inconclusive = no clear call, values can overlap the other calls;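 note: 0% = median of the plate's neutral control wells and 100% = double that signal; a rise in the Bmi1 reporter signal indicates esBAF inhibition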
# Statin myotox sup: protects C2C12 myotubes from simvastatin toxicity; AID 602340; 330,000 tested, 0.78% active; ATP luminescence, 48 h; scaled: DMSO 0, geranylgeraniol control 100; rescue of ATP level, % at 7.49 µM;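 active = mean ATP rescue above about 67%, or every replicate alone reaching that limit, limit read from the data, passing the limit was not always enough; inconclusive = no clear call, values can overlap the other calls; inactive = mean under the limit and some replicate under it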;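 note: myotubes were challenged with 10 µM simvastatin during compound exposure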
# ERp5 block: blocks human ERp5 reductase activity on insulin. 350,000 tested, 0.05% active. ERp5 insulin aggregation, absorbance 650 nm, 90 min. inhibition, % at 9.99 µM. Q15084;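 active = mean replicate inhibition above about 25%, with every replicate also reaching it, limit read from the data, passing the limit was not always enough; inconclusive = only one of those two criteria met; inactive = neither criterion met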
# Target sequence (Q15084 whole entry, looked up): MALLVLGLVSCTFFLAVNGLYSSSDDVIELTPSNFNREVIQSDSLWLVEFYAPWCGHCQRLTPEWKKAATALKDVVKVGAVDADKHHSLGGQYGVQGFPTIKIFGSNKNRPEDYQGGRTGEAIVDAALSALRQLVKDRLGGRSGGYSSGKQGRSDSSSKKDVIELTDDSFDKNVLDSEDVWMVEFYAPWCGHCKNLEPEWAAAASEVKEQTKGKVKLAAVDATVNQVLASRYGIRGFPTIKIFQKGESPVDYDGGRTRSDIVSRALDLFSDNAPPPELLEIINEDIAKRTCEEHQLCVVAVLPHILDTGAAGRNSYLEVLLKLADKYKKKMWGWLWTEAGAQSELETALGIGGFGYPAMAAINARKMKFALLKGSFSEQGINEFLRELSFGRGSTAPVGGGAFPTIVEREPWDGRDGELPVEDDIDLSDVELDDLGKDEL
# SIRT5 inh: sirtuin-5 (human) deacylase inhibition | Purified SirT5, succinyl-peptide AMC, trypsin-coupled fluorescence | inhibition, % at 15 µM | 330,000 tested, 1.1% active; in the data active = inhibition above about 15%; inconclusive = no clear call, values can overlap the other calls
# Target sequence (Q9NXA8 whole entry, looked up): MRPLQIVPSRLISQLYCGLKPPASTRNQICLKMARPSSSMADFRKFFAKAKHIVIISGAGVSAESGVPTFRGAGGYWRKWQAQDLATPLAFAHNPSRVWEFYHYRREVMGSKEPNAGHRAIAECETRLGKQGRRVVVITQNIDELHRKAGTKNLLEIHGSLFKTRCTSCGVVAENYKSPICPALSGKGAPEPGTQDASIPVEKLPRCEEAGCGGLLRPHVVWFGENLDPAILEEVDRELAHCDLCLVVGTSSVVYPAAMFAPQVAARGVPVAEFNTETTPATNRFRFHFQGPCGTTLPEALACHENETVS
# Cneo AK release: Cryptococcus neoformans lysis via adenylate kinase release; C. neoformans lysis, adenylate kinase release luminescence, 4 h; normalised: neutral wells 0, clomiphene wells 100; lysis activity, % at 15 µM; 360,000 tested, 0.2% active; AID 651654;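 active = mean lysis activity across replicates of at least 80%, whatever share of replicates individually reach that level; inactive = mean lysis activity below 80%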
#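 Signal: Adenylate kinase release luminescence | Assay system: Log-phase Cryptococcus neoformans yeast cells | Input: Cells at 5 × 10^6 per mL | Buffer or medium: Fresh YPD growth medium | Compound: Single dose | Schedule: Static 4 h at 37 °C with compound, 1 h detection | Controls: Clomiphene | Read-out: Luminescence rise reflecting yeast cell lysis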
# ARNT TACC3 PPI: disruptors of human ARNT/TACC3 interaction | Q9Y6A5 | AlphaScreen His-ARNT PAS-B/GST-TACC3 binding, luminescence; TACC3 fragment carries E629A point mutation | inhibition, % at 9.99 µM | 390,000 tested, 0.66% active;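 active = mean inhibition of replicates at least 50% and at least half of replicates each reaching 50%; inconclusive = half or more replicates reach 50% but mean below 50%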;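 note: 0% = complete ARNT plus TACC3 wells and 100% = ARNT alone without TACC3; many hits fall short of the cut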
# Active calls of the source: *; ? = inconclusive; nt = no result given; [ ] = remark or other dose.
SMILES,miR122 inh,esBAF inh,Statin myotox sup,ERp5 block,SIRT5 inh,Cneo AK release,ARNT TACC3 PPI
COc1ccc(CN(C)C[C@@H]2OCCCC[C@@H](C)Oc3ccc(NS(C)(=O)=O)cc3C(=O)N([C@H](C)CO)C[C@@H]2C)cc1,0[16.7 µM],-7,-59,-1,-1,57,-1
Cc1cc(NC(=O)c2ccc(C#N)cc2)n(-c2ccccc2)n1,nt,-3,-8,0,nt,2,-1
C[C@@H]1CCCCO[C@H](CN(C)C(=O)NC2CCCCC2)[C@H](C)CN([C@@H](C)CO)C(=O)c2cc(NC(=O)c3ccncc3)ccc2O1,2[16.7 µM],6,nt,3,-5,2,-1
Cc1c(C(=O)NCc2ccccc2C(F)(F)F)sc(=O)n1Cc1ccc2ccccc2c1,nt,3,12,2,nt,0,nt
C[C@@H]1CN([C@@H](C)CO)S(=O)(=O)c2ccc(C#Cc3ccccc3)cc2O[C@@H]1CN(C)C(=O)Cc1ccccn1,59[16.7 µM],-2,37,-4,3,0,-4
COc1ccc(C(=O)Nc2cccc3ccccc23)cc1,nt,52*,33,4,-4,1,-1
O=C(c1ccc2c(c1)OCO2)C1CCCN(Cc2cn[nH]c2-c2cccc(F)c2)C1 (configuration not stated),nt,nt,nt,-2,-4,nt,-3
Cc1ccc(NC(=O)C(=O)NCCN2CCN(C(=S)Nc3ccccc3)CC2)cc1,5,-5,8,nt,nt,1,-1
COc1cccc(CN2CCN(Cc3ccc4cccc(F)c4n3)CC2CCO)c1 (configuration not stated),7,-5,-2,0,1,1,-8
CC1CCN(CCCNC(=O)c2ccc(CSCc3cccc(Cl)c3)o2)CC1,3,-5,-1,nt,nt,-2,-7
COc1ccc(OCc2cc(C(=O)NC3Cc4ccccc4C3)no2)c(Cl)c1,-3,-7,-66,-4,-1,-2,-1
C[C@@H]1CCCCO[C@@H](CN(C)C(=O)Nc2ccc(C(F)(F)F)cc2)[C@H](C)CN([C@@H](C)CO)C(=O)c2cc(NC(=O)Nc3cccc4ccccc34)ccc2O1,4[16.7 µM],6,-12,6,3,-2,1
O=C(Nc1ccccc1)c1ccc(NC(=O)c2cccs2)cc1,-7,nt,nt,-9,-4,-1,-3
Cc1cc(NC(=O)c2ccc(F)cc2)no1,-7,37,0,3,nt,3,-6
CCN(Cc1ccccc1)S(=O)(=O)c1ccc(S(=O)(=O)N(Cc2ccccn2)Cc2ccco2)cc1,-2,-3,4,nt,nt,-6,-7
CCCCN1C(=O)C(CC(=O)NC(c2ccccc2)c2ccccc2)CC(C(=O)N(CC)CC)=C1C (configuration not stated),5,2,0,3,-2,-4,nt
CCCC(=O)Nc1ccc2c(c1)OC[C@@H](C)N(Cc1ccc(F)cc1)C[C@H](C)[C@@H](OC)CN(C)C2=O,nt,2,15,2,4,1,-3
COc1ccc(-c2c(C)c3cc(O)ccc3oc2=O)cc1,-9,17,-9,3,5,1,0
CCCOc1ccc(-c2nc(OCC)c3ccccc3n2)cc1,5,-15,-42,nt,nt,-2,1
O=C(Oc1ccc2c(c1)OCO2)c1ccc(Br)c(S(=O)(=O)N2CCOCC2)c1,-2,-4,-26,nt,nt,-6,-2
Cc1ccc(-c2cnc3c(c2)C(=O)N([C@@H](C)CO)C[C@@H](C)[C@@H](CN(C)C(=O)Cc2ccccc2)O3)cc1,-3[16.7 µM],-2,7,10,1,2,-4
Cc1ccc(C2=NC3(CCCCC3)N=C2SCC(=O)Nc2ccc3c(c2)OCCO3)cc1,4,-2,8,?,2,0,4
C/C=C/C1=CC(=O)C[C@H](c2ccc3c(c2)OCO3)C1,-5,-2,-2,-4,nt,-1,0
CC(C)(C)OC(=O)N1CCC(CNC(=O)Nc2ccccc2)CC1,-5,nt,nt,-2,-3,2,-6
NC(Cc1ccc(Cl)cc1)c1csc(Nc2nccc(C(F)(F)F)n2)n1 (configuration not stated),0,-4,-20,-5,nt,3,nt
CCn1c(=O)n(CC)c2cc(N3CCCC3)c(NC(=O)c3cccc(Cl)c3)cc21,-2,-10,-64,0,5,-1,4
O=C1CC(c2ccccc2)n2nc(NC(=O)c3ccccc3)nc2N1 (configuration not stated),17,-6,3,0,-4,-2,13
Cc1ccc(NC(=O)c2ccc(OC(=O)COc3cccc(Cl)c3)cc2)cc1,0,20,6,nt,nt,-3,-4
CCOc1ccc2nc(SCC(=O)NC3CC3)sc2c1,nt,8,4,4,-1,-2,-1
C/C(=N\Nc1ccccc1)c1cccc(N)c1,5,7,-6,1,-3,7,3
Cc1ccc(S(=O)(=O)Cn2nnnc2C(CC(C)C)N2CCN(c3ccc(F)cc3)CC2)cc1 (configuration not stated),0,-3,nt,nt,nt,1,-6
CCN(CC)CCn1c2c(c(SCC(=O)Nc3cc(C)on3)nc1=O)CCCC2,-2,-6,23,0,0,0,-4
COc1ccc(C=NOCC(=O)OCC(=O)Nc2ccc(OC)cc2)cc1,2,-2,11,1,-4,-5,-35
Cc1ccc(C(=O)N/C(=C\c2ccc(-c3ccc(Br)cc3)o2)C(=O)NCCCN(C)C)cc1,nt,nt,nt,6,-3,nt,11
CC1(C(=O)NS(=O)(=O)c2ccc(Br)cc2)CCN1C(=O)Cc1cccs1 (configuration not stated),-1,2,-3,-2,5,1,nt
CC(C)C12CN3CC(C(C)C)(CN(C1)C3c1ccc([N+](=O)[O-])o1)C2=O (configuration not stated),5,nt,nt,4,2,1,-8
CCC(=O)NN1CCc2cc3ccc(C)cc3nc21,-1,-6,3,6,-3,-6,-10
O=C(COC(=O)/C=C/c1ccc(Br)o1)Nc1ccc2[nH]c(=O)[nH]c2c1,nt,-5,9,-5,9,-1,-11
CCOC(=O)c1ccc(NC(=O)CN2C(=O)CSC2=O)cc1,-8,14,13,nt,nt,-2,0
O=C(CCCN1C(=O)/C(=C\c2ccccc2)SC1=S)Nc1ccc(O)cc1C(=O)O,-3,-5,24,8,-1,2,5
CCn1c(SCC(=O)Nc2cccc(OC)c2)nc2ccccc2c1=O,3,-8,-3,4,-5,4,-1
COc1ccc(C(=O)N/C(=C\c2ccc([N+](=O)[O-])cc2)C(=O)NC(CCSC)C(=O)O)cc1 (configuration not stated),nt,nt,nt,2,4,nt,-6
FC(F)(F)c1nc(N2CCN(c3ccccc3)CC2)nc2c1CCCCC2,2,nt,nt,nt,nt,0,3
CCOc1ccc(C(=O)NC(=S)N(Cc2ccccc2)Cc2ccccc2)cc1,55,1,6,3,-4,0,9
O=C(CNC(=O)COc1ccccc1)NCc1cccnc1,-3,-2,4,0,0,11,-11
CCS(=O)(=O)Nc1ccc2c(c1)C(=O)N(C)[C@@H]1CC[C@H](CC(=O)NC)O[C@@H]1CO2,8[16.7 µM],2,-10,-3,-3,-4,-2
C[C@@H]1CN([C@@H](C)CO)C(=O)c2cc(-c3ccccc3F)cnc2O[C@H]1CN(C)C(=O)C1CC1,6[16.7 µM],nt,-23,-5,2,-1,1
O=C(COc1ccccc1Cl)NCCCNC(=O)c1cnccn1,nt,-1,-1,-1,1,0,-2
Cn1c(=O)c2c(ncn2CC(=O)OCC(=O)Nc2cccc(C#N)c2)n(C)c1=O,-2,2,2,4,-5,-1,nt
Cc1noc(C)c1NC(=O)Nc1cccc2c1O[C@H](CN(C)CC1CCCCC1)[C@@H](C)CN([C@H](C)CO)C2=O,-11[16.7 µM],3,-24,-3,-3,-2,9
CCOC(=O)c1ccc(NC(=O)CN(C)S(=O)(=O)c2ccc(OC)cc2)cc1,-5,-1,1,6,nt,1,-1
CN(C)C(=S)NC1CCS(=O)(=O)C1 (configuration not stated),-9,-1,6,4,-2,nt,-10
Cc1nc2ccc(NC(=O)CCS(=O)(=O)c3ccc(Cl)cc3)cc2s1,nt,nt,nt,4,-8,nt,0
Nc1nc(Nc2cccc(Cl)c2)n[nH]1,2,nt,nt,2,-3,0,0
C/C=C1\NC(=O)[C@H](C)NC(=O)[C@@H](NC(=O)[C@@H](Cc2ccc(O)cc2)NC(=O)[C@@H](NC(=O)/C(C)=C/C)C(C)C)[C@@H](C)OC(=O)[C@H](CCCCc2ccc(O)cc2)NC(=O)[C@@H](CCC(=O)OC)NC1=O,2,-6,6,-6,0,-12,nt
COCC(=O)Nc1ccc2c(c1)OC[C@H](C)N(C(=O)NC(C)C)C[C@@H](C)[C@H](OC)CN(C)C2=O,nt,-4,8,2,2,0,0
CCc1nc(SCC(=O)N2CCCC2)c2c(=O)n(C)c(=O)n(C)c2n1,nt,6,-2,-5,0,2,6
COc1ccc(CCNC(=O)CCc2cc(OC)c(OC)c(OC)c2)cc1,0,10,12,2,-1,1,2
C[C@@H]1CN([C@H](C)CO)S(=O)(=O)c2ccc(/C=C/c3ccccc3)cc2O[C@@H]1CN(C)C(=O)c1ccc2c(c1)OCO2,-12[16.7 µM],-2,9,4,23*,7,nt
Nc1cc(=O)[nH]c(SCC(=O)Nc2ccccc2Sc2ccc(Cl)cc2)n1,nt,nt,nt,-10,0,nt,-3

# With a hit mark in esBAF inh, among the entries above:
Structure | miR122 inh | esBAF inh | ERp5 block | SIRT5 inh | ARNT TACC3 PPI
COc1ccc(C(=O)Nc2cccc3ccccc23)cc1 | nt | 52* | 4 | -4 | -1

# (list continues)
SMILES,miR122 inh,esBAF inh,Statin myotox sup,ERp5 block,SIRT5 inh,Cneo AK release,ARNT TACC3 PPI
Cc1noc(C)c1NC(=O)Nc1ccc2c(c1)C(=O)N([C@@H](C)CO)C[C@@H](C)[C@H](CN(C)S(=O)(=O)c1ccc(F)cc1)OCCCC[C@@H](C)O2,5[16.7 µM],-3,nt,-3,1,1,2
COCCNc1ncnc2c1ncn2[C@H]1CN(Cc2ccccc2)C[C@@H](CO)O1,0,-9,8,3,nt,1,nt
COc1ccc(N(CC(=O)N2CCc3ccccc3C2)S(=O)(=O)c2c(C)nn(C)c2C)cc1,9,8,1,-2,nt,1,19
COc1ccc(NC(=O)c2ccc(-c3ccc(C)c4ccccc34)o2)cc1,nt,10,-20,4,nt,-4,0
O=C(CCC1CCCC1)NCc1cccs1,4,7,4,nt,nt,-1,nt
O=C(N/N=C/c1ccco1)C1CC1(c1ccccc1)c1ccccc1 (configuration not stated),-6,nt,nt,nt,nt,0,6
CCc1ccc(N(CC(=O)NCc2ccco2)C(=O)CCC(=O)Nc2ccccn2)cc1,2,-2,9,1,-1,-1,-14
COCCN1C[C@@H](CO)O[C@@H](n2cnc3c(NCCCO)ncnc32)C1,1,0,-5,-14,-2,-2,nt
Nc1nccnc1C(=O)OCC(=O)Nc1ccc2[nH]c(=O)[nH]c2c1,-8,1,-3,2,0,2,3
COc1ccc(C)cc1S(=O)(=O)N1CCN(C(=O)c2ncoc2-c2ccc(F)cc2)CC1,2,-3,-3,0,4,2,4
CCN(CC)S(=O)(=O)c1ccc(NC(=O)c2ccccc2N(C)S(C)(=O)=O)cc1,3,3,-9,nt,nt,2,-2
Cc1ccccc1S(=O)(=O)NC(=O)C1(C)CCN1C(=O)COc1ccc(Cl)cc1 (configuration not stated),-3,4,3,0,-5,-3,nt
Cc1ccc(/C=N/NC(=O)c2c(-c3ccccc3)noc2C)o1,nt,nt,nt,7,0,nt,-3
CC(C)(C)c1ccc(/C=C(\C#N)C(=O)Nc2ccccn2)cc1,-10,-2,1,3,-3,2,-1
O=C(c1cc([N+](=O)[O-])cc([N+](=O)[O-])c1)N(Cc1nnc(-c2ccccc2Cl)o1)C1CC1,nt,nt,nt,5,4,nt,5

# Look-ups from the list.
# Under Cneo AK release, `COc1ccc(N(CC(=O)N2CCc3ccccc3C2)S(=O)(=O)c2c(C)nn(C)c2C)cc1` has the entry 1
# Under SIRT5 inh, `O=C(c1cc([N+](=O)[O-])cc([N+](=O)[O-])c1)N(Cc1nnc(-c2ccccc2Cl)o1)C1CC1` has the entry 4
# Under esBAF inh, `CCc1ccc(N(CC(=O)NCc2ccco2)C(=O)CCC(=O)Nc2ccccn2)cc1` has the entry -2
